# High-throughput results: PubChem BioAssay, National Center for Advancing Translational Sciences (NCATS)
# GLP1R ag: activates the human GLP-1 receptor; P43220; HEK293 GLP-1R CRE-luciferase, luminescence, 4-6 h; cells express a hypersensitive GLP-1R form; Potency, µM (series often up to 45.6 µM), for inactives: top-dose activation, actives largely listed as activators; 0.007% of 380,000 active; note: % of control where 0% means no effect
# Target sequence (P43220 whole entry, looked up): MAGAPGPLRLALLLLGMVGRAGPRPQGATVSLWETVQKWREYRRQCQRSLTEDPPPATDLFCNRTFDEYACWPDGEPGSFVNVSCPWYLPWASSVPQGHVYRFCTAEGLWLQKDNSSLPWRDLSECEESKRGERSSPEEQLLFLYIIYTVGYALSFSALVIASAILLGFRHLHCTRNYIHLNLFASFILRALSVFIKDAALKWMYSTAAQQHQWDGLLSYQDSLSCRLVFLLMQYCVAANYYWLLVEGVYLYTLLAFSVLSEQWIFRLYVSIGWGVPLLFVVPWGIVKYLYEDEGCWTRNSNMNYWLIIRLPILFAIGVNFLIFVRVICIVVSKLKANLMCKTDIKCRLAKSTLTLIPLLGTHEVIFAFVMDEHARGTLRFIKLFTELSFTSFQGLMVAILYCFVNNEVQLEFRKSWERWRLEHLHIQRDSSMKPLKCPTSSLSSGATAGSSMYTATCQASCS
# GLP-1R inv ag: GLP-1 receptor (human) inverse agonism. P43220. HEK293 GLP-1R CRE-luciferase, luminescence, 24 h; GLP-1R form is constitutively active. Potency, µM (titrated, usually from 38.3 µM), for the others: at the highest dose activity change, negative = inhibition, hits mostly inhibitors. 1.6% of 410,000 active. AID 624417; note: % is set by controls: 0 for no effect and ±100 for the full control effect; nearly all actives have a fitted effect of over 55% in size
#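 Seeding at 200 cells/uL, 12 h culture, 24 hr compound treatment, then luciferase reagent and a luminescence read; cells are HEK293 stably expressing a constitutively active GLP-1R plus cAMP-responsive luciferase.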
# HT1080 IDH1KD tx: toxicity to HT-1080 IDH1 knockdown cells (counter line); HT-1080 IDH1 knockdown viability, ATP luminescence, 48 h; Potency, µM (doses to about 46.1 µM), for inactives: at the highest dose activity, negative = toxicity, actives largely listed as cytotoxic; 2% of 360,000 active; AID 686971;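 note: 0% = DMSO wells and -100% = cell-free medium wells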
#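 IDH1KD HT-1080 cells, 750/well, RPMI + 5% FBS; compound pinned after 2 h settling; 48 h, 37 °C; CellTiter-Glo luminescence; % activity normalised to DMSO and no-cell wells; curves fitted, classed by r2 and efficacy.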
# KB-V1 MDR tox: KB-V1 MDR subline cytotoxicity; KB-V1 MDR cells viability, CellTiter-Glo, 72 h; Potency, µM (top dose mostly 46.1 µM), for the others: at the highest dose activity change, negative = cytotoxicity, most hits filed as cytotoxic; 3.4% of 400,000 active; AID 1347076; note: % is set by controls: 0 for no effect and ±100 for the full control effect; nearly all actives have a fitted effect of over 60% in size
#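 qHTS viability screen in drug-selected KB-V1 MDR cells: 72 h compound treatment at 37 degrees C, ATP luminescence end point.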
# SW480 rerep: DNA re-replication induction in SW480 cells; 1.8% of 340,000 active; SW480 DNA re-replication, Hoechst DNA content imaging, 48 h; Potency, µM (top dose mostly 46.1 µM), inactives show top-dose re-replication activation, most hits filed as activators; note: % of control where 0% means no effect; nearly all actives have a fitted effect of over 55% in size
#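 Per well, 250 cells were exposed to pinned compound for 48 hr. Nuclear DNA was visualised with Hoechst (40 min, 37 C) and total object intensity recorded by fluorescence scanning.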
# KB-3-1 cytotox: kills parental KB-3-1 adenocarcinoma cells. KB-3-1 viability, CellTiter-Glo ATP luminescence, 72 h. Potency, µM (titrated, usually from 46.1 µM), without a hit: at the top dose activity change, negative = cytotoxic, most hits filed as cytotoxic. 1.4% of 400,000 active; note: % is set by controls: 0 for no effect and ±100 for the full control effect; nearly all actives have a fitted effect of over 60% in size
#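 Cytotoxicity measured as CellTiter-Glo luminescence after 72 h at 37 C. Compound titrations were pinned onto drug-naive KB-3-1 parental adenocarcinoma cells grown in DMEM with 10% FBS, and normalized data fitted to concentration-response curves.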
# TDP-43 yeast inh: inhibitors of TDP-43 toxicity in yeast. Potency, µM (titrated, usually from 46.1 µM), for the others: at the highest dose growth rescue (activation), actives largely listed as activators. AID 652104. 1.8% of 410,000 active. TDP-43 expressing yeast growth rescue, BacTiter-Glo, 24 h; note: % of control where 0% means no effect; nearly all actives have a fitted effect of over 50% in size
#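 Growth rescue of TDP-43-toxic yeast measured as ATP luminescence (BacTiter-Glo). Cells grown to mid-log in raffinose, induced in galactose at OD600=0.02, exposed to compound 24 hr at 30 deg C.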
# HT1080-NT tox: kills 2HG-producing HT-1080-NT fibrosarcoma cells. Potency, µM (titrated, usually from 46.1 µM), for inactives: at the highest dose activity, negative = less viability, most hits filed as cytotoxic. AID 686970. 1.6% of 360,000 active. HT-1080-NT fibrosarcoma viability, CellTiter-Glo ATP luminescence, 48 h;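 note: NT is the 2HG producing partner of a matched IDH1 knockdown line; 0% = DMSO-treated cells and -100% = media-only wells without cells; nearly all actives have a fitted effect of over 55% in size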
#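 Read-out is CellTiter-Glo luminescence after 10 minutes at room temperature, following 48 hours' compound treatment of HT-1080-NT cells (750 cells/well, RPMI, 5% FBS, 37 degrees C).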
# HEK293 tox: cytotoxicity in counter-screen for GLP-1R inverse agonists; Potency, µM (doses to about 38.3 µM), inactives show at the top dose activity change, negative = inhibition, actives largely listed as inhibitors; 0.13% of 410,000 active; HEK293 cAMP-luciferase reporter cells, luminescence, 24 h;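 note: loss of luciferase light is scored as toxicity; % is set by controls: 0 for no effect and ±100 for the full control effect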
#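 Compound-treated cells are incubated 24 hr at 37 deg C under 5% CO2 after a 12 hour attachment period, then luciferase detection reagent is added and luminescence is measured following 12 min at room temperature; lowered signal indicates toxicity.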
# Active calls of the source: *; ? = inconclusive; . = no result given; & = joins results of further samples; [ ] = dose if it differs, or a comment. Calls come from the whole dose curve; as a rule, active = well fitted curve in the direction sought with a large enough effect; inconclusive = small, poorly fitted or top-dose-only effect, or another doubt; inactive = no such curve, though single readings can be large; an effect the other way counts as inactive or inconclusive. Potency is the fitted concentration of half-maximal effect.
SMILES,GLP1R ag,GLP-1R inv ag,HT1080 IDH1KD tx,KB-V1 MDR tox,SW480 rerep,KB-3-1 cytotox,TDP-43 yeast inh,HT1080-NT tox,HEK293 tox
O=S(=O)(c1cccc(-c2nc3ccccc3s2)c1)N1CCOCC1,-2%,5%,-7%,16µM*,20%,?,9%,-8%,-26%
Cc1ccc(C(=O)/C=C/c2c[nH]c3ccccc23)cc1,3%,9%,?,1%,0%,21%,9%,?,15%
Cc1oc(-c2ccc(C(=O)Nc3ccccc3F)cc2)nc1COc1ccccc1,.,8%,.,-10%,.,-9%,2%,.,12%
COCCN(CC(=O)NCC1CCCO1)C(=O)CCC(=O)Nc1ccccn1 (stereo not given),5%,4%,0%,7%,1%,13%,-23%,19%,0%
O=C(NC(=S)Nc1ccc(S(=O)(=O)Nc2nccs2)cc1)c1cccnc1,-1%,7%[7.66 µM],19%,0%,1%,11%,-2%[9.22 µM],-1%,-2%[7.66 µM]
COc1ccc(NC(=O)c2ccc(NC(=O)c3nc4nc(C)cc(C)n4n3)cc2)cc1,11%,52%[activator],-14%,29%,?,4%,-13%,-6%,-9%
O=S(=O)(NCc1ccc2c(c1)OCO2)c1ccc(F)cc1,-2%,-7%,-11%,0%,-1%,-2%,20%,1%,19%
CN1CCN(c2ccc([N+](=O)[O-])cc2NC(=O)c2ccccc2)CC1,-1%,0%,3%,4%,-4%,-9%,-24%,2%,?
COc1cccc(N2CCN(S(=O)(=O)c3cccc4cccnc34)CC2)c1,15%,7%,-9%,7%,-4%,13%,?,3%,-14%
CCOc1ccc(CN(C(=O)c2cc(=O)c3cc(C)cc(C)c3o2)C2CCS(=O)(=O)C2)cc1 (stereo not given),25%,77%&53%[activator],-6%,0%&5%,-17%,-1%&-2%,14%&5%,-11%,2%&3%
Cc1ccc2nc3c(c(N)c2c1)CCN3c1ccccc1,0%,-8%,-22%,?,3%,-17%,-17%,-25%,-6%
O=C(O)CCCN1C(=O)C2C3CCC(O3)C2C1=O (stereo not given),1%,13%,1%,5%,-4%,-13%,-1%,6%,24%[1.53 µM]
CCCC1=NN(C(=O)Cc2ccc(OC)cc2)C(O)(C(F)(F)F)C1 (stereo not given),15%,?,3%,?,-1%,-7%,17%,-19%,10%
COc1ccccc1OCC(=O)Sc1ccc(C)cc1,3%,-30%,?,-5%,5%,22%,?,-18%,8%
CCc1ccccc1NC(=O)c1cnn(-c2ccccc2)c1C,3%,-29%,-10%,-11%,0%,-2%,14µM*,-13%,-2%
CC1=C(C(=O)OC2CCCC2)C(c2coc3ccc(C)cc3c2=O)C2=C(CCCC2=O)N1 (stereo not given),1%,-5%,-18%,-26%,1%,2%,-11%,-14%,-2%
COCCN1C(=O)C(=O)/C(=C(/O)c2ccc(S(=O)(=O)N3CCOCC3)cc2)C1c1cccc([N+](=O)[O-])c1 (stereo not given),-3%,3%,24%,?,-27%,15%,-8%,?,2%
O=C(NC1CCS(=O)(=O)C1)Oc1ccc(Cl)cc1 (stereo not given),-9%,-7%,0%,0%,-1%,11%,2%,2%,-5%
COc1ccc(CCC(=O)NC2CCCCC2)cc1,4%,15%,18%,21%,0%,5%,11%,10%,-3%
CSc1ccc(NC(=O)C2(C)CCN2C(=O)C2(c3ccccc3)CC2)cc1 (stereo not given),-7%,?,-22%,-17%,.,-5%,25%,?,1%
CCC(Sc1nc(-c2ccccc2)cc(=O)[nH]1)C(=O)O (stereo not given),-4%,5%,1%,8%,-1%,5%,-19%,5%,5%
O=C1CC(c2c(F)cccc2Cl)C2=C(COC2=O)N1 (stereo not given),2%,8%,7%,0%,-1%,0%,24%,5%,3%
O=C1COc2ccc(-c3cc(-c4ccccc4)c4c(n3)-c3ccccc3OC4)cc2N1,1%,-7%,.,2%,.,7%,18%,.,-2%
CCCNS(=O)(=O)c1ccc(OCC(=O)NCCC2=CCCCC2)cc1,5%,6%,-1%,-4%,8%,-2%,-25%,-11%,-15%
CCc1nnc(NC(=O)CSc2nc3c([nH]c4ccccc43)c(=O)n2-c2cc(C)cc(C)c2)s1,9%,12%,.,7%,.,9%,?,.,1%

# Later entries:
SMILES,GLP1R ag,GLP-1R inv ag,HT1080 IDH1KD tx,KB-V1 MDR tox,SW480 rerep,KB-3-1 cytotox,TDP-43 yeast inh,HT1080-NT tox,HEK293 tox
COc1ccc(N2CCCn3c2nc2c3c(=O)n(Cc3ccc(F)cc3)c(=O)n2C)c(OC)c1,-15%,3%,22%,?,-1%,-3%,9%,16%,-16%
Cc1cccc(C)c1NC(=O)CN(C)C(=O)c1ccccc1OCc1ccc(F)cc1,-3%,-26%,0%,-13%,-2%,-9%,?,9%,-1%
CCCCOc1ccccc1NC(=O)CC1SC(=NCC)N(CC)C1=O (stereo not given),11%,?,-2%,-26%,3%,-2%,23%,4%,-6%
OCC[C@H]1C[C@H](O)[C@@H](O)[C@]2(Cc3ccccc3CO2)O1,13%,-1%,20%,6%,-21%,14%,21%,15%,1%
COc1ccc(NC(=O)C2CCN(S(=O)(=O)c3ccc4c(c3)NC(=O)CO4)CC2)cc1,4%,-20%,4%,22%,0%,-5%,5%,-1%,1%
CCOC(=O)C1=C(N)OC2=C(C(=O)CC(C)(C)C2)C1c1ccc(C)s1 (stereo not given),4%,9%,?,8%,-1%,-2%,23%,?,1%
CCCn1c(C)cc(C(=O)COc2ncnc3sccc23)c1C,5%,4%,?,-21%,-2%,?,-47%[inhibitor],-10%,5%
COc1ccccc1CN(C)CC(=O)Nc1ccccc1-c1ccccc1,1%,?,-19%,?,1%,-7%,1%,-7%,4%
COc1ccc(S(=O)(=O)NCc2nc3nc(C)cc(C)n3n2)cc1OC,-7%,5%&6%,5%,15%&7%,-4%,6%&12%,-1%&-1%,0%,2%&2%
Cc1cccc(C)c1NC(=O)C(c1cc2ccccc2o1)N1CCN(C)CC1 (stereo not given),.,-22%,0%,?,.,-5%,-3%,-18%,2%
COc1ccc(NC(=O)CCN2C(=O)C3CC=C(Cl)CC3C2=O)cc1 (stereo not given),2%,3%,-24%,-3%,?,-3%,14%,-11%,3%
C[C@H](CO)N1C[C@H](C)[C@@H](CN(C)S(=O)(=O)c2ccc3c(c2)OCCCO3)OCc2cn(nn2)CCCC1=O,2%,3%,1%,-11%,.,-8%,-9%,-6%,-3%
Cc1oc(-c2cccc(Cl)c2)nc1CSCC(=O)O,-1%,?,0%,0%&6%,-2%,-13%&-1%,19%&20%,-1%,-3%&-8%
CC(=O)c1cccc(NC(=O)CN2CCN(S(=O)(=O)/C=C/c3ccccc3)CC2)c1,10%,9%,1%,-5%,-32%[inhibitor],10%,22%,9%,-15%
CCOc1ccc(S(=O)(=O)Nc2cccc(C(=O)NCCCn3ccnc3)c2)cc1,0%,-28%,2%,?,-17%,-7%,-8%,-4%,2%
CCOc1ccc(Oc2ccccc2NC(=O)CN2C(=O)NC3(CCCC3)C2=O)cc1,-4%,?,14%,?,-1%,-3%,18%,11%,-15%
O=C(NC1CCCC1)c1ccc2c(c1)N(Cc1ccc(F)cc1)CCS2,9%,?,0%,7%,-4%,-11%,2%,-19%,-21%
CCCCn1c(N)c(N(CC(C)C)C(=O)CCNC(=O)c2ccc(Br)cc2)c(=O)[nH]c1=O,0%,?,1%,15%,-7%,0%,-16%,0%,-7%
CCC(=O)N1CCN(c2ccc(NC(=S)NC(=O)c3cccc([N+](=O)[O-])c3)cc2)CC1,4%,0%,-13%,3%,-10%,6%,6%,0%,9%
CC(C)c1ccc(OCC(=O)NNC(=S)NC(=O)C2CC2)cc1,-2%,?,?,?,?,-20%,-75%[inhibitor],?,-3%
CCOc1ccc(-n2nc3ccc(NC(=O)c4ccc(OC)c(Cl)c4)cc3n2)cc1,.,11%,.,?,.,7%,10%,.,0%
Cc1c(C(=O)Nc2ccccc2)cnn1-c1ccccc1,1%,?,-1%,-25%,-6%,-1%,0%,-15%,-25%
Cc1ccc(-n2nc3c(=O)n(CC(=O)NCCc4cccs4)nc(C)c3c2C)cc1,6%,?,-3%,-23%,-6%,?,-3%,0%,-2%
CCOC(=O)CN1C(=O)c2ccccc2Sc2ncccc21,11%,2%&13%,19%,24%,-12%,?,20%&9%,5%,1%&-8%
Cc1cc(C)nc(NN2C(=O)C=CC2=O)n1,-4%,2%,19%,35%,28%,5%,11%,13%,1%
CC(=O)c1sc(NC(=O)c2c(F)cccc2F)nc1-c1ccccc1,15%,-3%,-1%,-1%,-11%,24%,-10%[0.397 µM],-8%,2%
CCOC(=O)c1sc(NC(=O)CSc2ncccn2)nc1C,10%,8%,-13%,.,-1%,.,-19%,?,3%
CC1(C(=O)NC2CCCC2)CCC(=O)N1Cc1cccs1 (stereo not given),-5%,0%,2%,2%,2%,-1%,0%,-1%,4%
COc1ccc(NS(=O)(=O)c2cccc(C(=O)N/N=C(\C)c3ccncc3)c2)cc1,16%,11%,2%,?,4%,0%,-6%,-1%,9%
O=C(NCCN1CCN(c2ccccc2)CC1)c1cccc(Cl)c1,0%,-18%,0%,-4%,-13%,-21%,-12%,2%,2%

# Of the compounds above, these have a nitro group on carbon:
SMILES,GLP1R ag,GLP-1R inv ag,HT1080 IDH1KD tx,KB-V1 MDR tox,SW480 rerep,KB-3-1 cytotox,TDP-43 yeast inh,HT1080-NT tox,HEK293 tox
CN1CCN(c2ccc([N+](=O)[O-])cc2NC(=O)c2ccccc2)CC1,-1%,0%,3%,4%,-4%,-9%,-24%,2%,?
COCCN1C(=O)C(=O)/C(=C(/O)c2ccc(S(=O)(=O)N3CCOCC3)cc2)C1c1cccc([N+](=O)[O-])c1 (stereo not given),-3%,3%,24%,?,-27%,15%,-8%,?,2%
CCC(=O)N1CCN(c2ccc(NC(=S)NC(=O)c3cccc([N+](=O)[O-])c3)cc2)CC1,4%,0%,-13%,3%,-10%,6%,6%,0%,9%
